Pf gametocyte – late stage P. falciparum gametocyte viability inhibitors, primary screen, ATP luminescence, HTS. hit rate 0.065% among 150,000. inhibition, % at 10.9 µM. P. falciparum stage V gametocytes, 24 h. AID 743093, 2013;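 active means inhibition above the mean plus 3 SD of compounds within the control limits, set per campaign, cut at about 38% in these data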;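 further: 0% = DMSO wells and 100% = medium only without gametocytes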
Mcl1 Bid PPI – Mcl-1/Bid binding inhibitors, primary screen, biochemical, TR-FRET, 1536-well; AID 1021, 2008; inhibition, % at 21.7 µM; hit rate 0.97% among 220,000; Induced myeloid leukemia cell differentiation protein Mcl-1 (Homo sapiens), Q07820; TR-FRET Mcl-1/Bid-Dy647 peptide binding;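 active means compounds that cut the binding signal by more than half at the single screening dose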;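 further: His-tagged Mcl-1 with europium anti-His antibody binding Bid BH3 peptide; 0% = Mcl-1 plus peptide wells and 100% = peptide-only wells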
Target sequence (Q07820 whole entry, looked up): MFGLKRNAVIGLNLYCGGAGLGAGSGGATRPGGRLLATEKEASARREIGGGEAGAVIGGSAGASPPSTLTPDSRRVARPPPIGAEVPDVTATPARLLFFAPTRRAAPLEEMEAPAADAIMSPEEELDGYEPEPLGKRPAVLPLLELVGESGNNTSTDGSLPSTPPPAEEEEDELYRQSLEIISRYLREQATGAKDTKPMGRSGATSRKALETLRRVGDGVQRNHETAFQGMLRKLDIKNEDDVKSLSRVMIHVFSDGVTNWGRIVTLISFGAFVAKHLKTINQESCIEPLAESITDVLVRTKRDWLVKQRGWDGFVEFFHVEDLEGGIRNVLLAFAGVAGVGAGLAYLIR
Rac1 mut GTP – GTP binding modulators of activated mutant Rac1, primary screen, biochemical, bead-based flow cytometry, multiplex, fluorescent GTP. percent activity (GTP binding), % at 10 µM. hit rate 0.11% among 190,000. Ras-related C3 botulinum toxin substrate 1 (Homo sapiens), P63000. GST-Rac1 activated beads; actives lie on both sides; 100% means binding = to untreated wells;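 active means GTP binding at least 20 percentage points away from the 100% baseline, in either direction, so actives lie on both sides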
Rac1 wt GTP bind – wildtype Rac1 GTP binding modulators, primary screen, biochemical, GST-Rac1 beads, flow cytometry, multiplex | Ras-related C3 botulinum toxin substrate 1 (Homo sapiens), P63000 | fluorescent GTP binding; actives lie on both sides; 0 = cold GTP competed, 100 = untreated | GTP binding activity (% of control), % at 10 µM | hit rate 0.27% among 190,000 | AID 757, 2007;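 active means GTP binding activity at least 20 points away from the 100% control level, either lower or higher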
Mcl1 Noxa PPI – Mcl-1/Noxa binding inhibitors, primary screen, biochemical, TR-FRET, 1536-well; TR-FRET Mcl-1/Noxa peptide binding, 2 h; Induced myeloid leukemia cell differentiation protein Mcl-1 (Homo sapiens), Q07820; AID 1022, 2008; hit rate 1.5% among 220,000; inhibition, % at 21.7 µM;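 active means compounds that cut the protein-peptide binding signal by more than 50% relative to plate controls in a single-dose test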;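 further: His-tagged Mcl-1 with rhodamine Noxa BH3 peptide and terbium anti-His antibody; 0% = Mcl-1 plus Noxa peptide wells and 100% = peptide-only wells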
Avidin fluor – green autofluorescence of compounds with avidin beads – biophysical, 488/530 nm, flow cytometry, artefact control, profiling panel; compound fluorescence 488/530 nm; hits give high values; hit rate 0.38% among 220,000; fluorescence (KMESF) at 10 µM; in the data active means fluorescence above about 47; further: inactives centre near 10
HRas wt GTP – modulators of GTP binding to HRas wildtype, primary screen, biochemical, bead-based flow cytometry, multiplex; GTPase HRas (Homo sapiens), P01112; GST-Ras wt beads, Bodipy-FL-GTP binding; actives lie on both sides; GTP binding activity, % at 10 µM; hit rate 0.14% among 190,000; AID 759, 2007;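 active means GTP binding activity at least 20% away from the 100% baseline, either lowered as inhibitor or raised as activator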;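 further: 0% = unlabeled GTP competition control and 100% = no-compound control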
Target sequence (P01112 whole entry, looked up): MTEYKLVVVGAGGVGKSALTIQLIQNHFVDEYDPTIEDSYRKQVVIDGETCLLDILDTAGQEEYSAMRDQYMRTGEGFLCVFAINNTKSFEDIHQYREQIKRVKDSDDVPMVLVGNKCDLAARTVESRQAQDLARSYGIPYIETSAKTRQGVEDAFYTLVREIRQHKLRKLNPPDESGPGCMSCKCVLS
Cdc42 wt – modulators of GTP binding to wildtype Cdc42, primary screen, biochemical, multiplex bead flow cytometry, Bodipy-GTP; Cell division control protein 42 homolog (Homo sapiens), P60953; GST-Cdc42 beads; actives lie on both sides; hit rate 0.2% among 190,000; percent activity (GTP binding), % at 10 µM;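 active means percent activity GTP binding at least 20 points away from the 100% baseline, either down as inhibitor or up as activator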;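 further: median bead fluorescence of bound Bodipy-FL-GTP at 100 nM; 0% = excess unlabeled GTP control and 100% = no compound control; below 100% means less GTP binding so inhibitor and above means activator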
Target sequence (P60953 whole entry, looked up): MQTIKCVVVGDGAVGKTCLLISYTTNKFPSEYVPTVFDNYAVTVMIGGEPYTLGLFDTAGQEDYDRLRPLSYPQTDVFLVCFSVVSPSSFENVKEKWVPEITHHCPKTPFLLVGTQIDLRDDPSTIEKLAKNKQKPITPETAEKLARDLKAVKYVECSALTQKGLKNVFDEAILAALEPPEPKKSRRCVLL
Mcl-1 Bim block – inhibitors of Bim peptide binding to Mcl-1, primary screen, biochemical, bead-based flow cytometry, multiplex | Bim peptide-Mcl-1 binding | hit rate 0.1% among 190,000 | inhibition, % at 10 µM | Induced myeloid leukemia cell differentiation protein Mcl-1 (Homo sapiens), Q07820; in the data active means inhibition above about 40%;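 further: 0% = no compound tracer wells and 100% = peptide blocker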
Rab2 wt GTP – modulators of GTP binding to Rab2A wildtype, primary screen, biochemical, dog, bead-based flow cytometry, multiplex. GST-Rab2 wt beads, Bodipy-GTP binding. GTP binding activity, % at 10 µM. hit rate 0.19% among 190,000;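 active means GTP binding activity at least 20 points away from 100%, either lowered or raised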;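 further: 0% = beads with excess unlabeled GTP and 100% = no-compound control corrected for plate trend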
Rab7 wt modul – modulators of GTP binding to Rab7, primary screen, biochemical, wildtype, multiplex bead flow cytometry | GST-Rab7 beads, fluorescent GTP binding; actives lie on both sides; untreated = 100%, excess cold GTP = 0% | GTP binding activity (percent of control), % at 10 µM | hit rate 0.055% among 190,000;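 active means fluorescent GTP binding to Rab7 beads changed by at least 20 points from the 100% baseline, either direction, mostly lower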;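 further: median green fluorescence of bound Bodipy-FL-GTP per Rab7 bead population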
* = called active by the depositor; / = not tested or not shown.

SMILES	Pf gametocyte	Mcl1 Bid PPI	Rac1 mut GTP	Rac1 wt GTP bind	Mcl1 Noxa PPI	Avidin fluor	HRas wt GTP	Cdc42 wt	Mcl-1 Bim block	Rab2 wt GTP	Rab7 wt modul
CC1(C)CC2CC(C)(CN2C(=O)COc2cccc3ccccc23)C1 (centres undefined)	/	-10	98	103	7	33	98	99	2	99	98
Oc1ccc(N=C/C=C/c2cccc(Br)c2)cc1-c1nc2ccccc2s1	/	-69	96	96	62*	1	99	95	-2	93	99
COc1cc2c(cc1C1NC(=S)NC(C)=C1C(=O)N(C)C)CCCC2 (centres undefined)	-2	-85	99	102	-2	12	102	105	0	101	100
Cc1ccc(-n2c3c(cc(C(=O)NCc4ccco4)c2=O)C(=O)CC(C)(C)C3)cc1	/	-39	101	108	-4	11	104	107	0	104	104
CCc1ccc(OCC(=O)Nc2ccc3c(c2)COC3=O)cc1	/	-18	99	111	4	23	102	103	-4	100	98
CCOC(=O)N1CCN(C(=O)C2COc3ccccc3O2)CC1 (centres undefined)	15	-9	102	105	-14	12	102	102	/	101	100
O=C(CCCN1C(=O)/C(=C/c2ccccc2)SC1=S)Nc1ccc(O)cc1	-8	0	95	99	14	12	96	95	-5	95	95
CCOc1ccccc1-n1c(SCC(=O)NC)nnc1-c1ccco1	/	0	102	109	2	26	104	105	0	103	102
O=C(Cn1ccc(C(F)(F)F)n1)N/N=C/c1cccs1	/	-5	101	100	2	17	99	97	-6	99	98
CC1CCCCN1S(=O)(=O)c1ccc(S(=O)(=O)N2CCN(c3ccccc3)CC2)cc1 (centres undefined)	25	2	101	107	-6	5	104	104	-2	104	102
C=CCNC(=S)Nc1ccc(C(N)=O)cc1	0	-63	97	97	8	8	94	94	-6	96	97
Cc1cc(NC(=O)c2cccnc2)ccc1NC(=O)c1ccco1	/	-1	96	99	-11	6	97	98	0	97	97
COc1cc(-c2nnc(SCc3c(F)cccc3Cl)o2)cc(OC)c1OC	/	-5	102	107	27	13	102	103	0	101	101
COc1ccc([N+](=O)[O-])cc1NC(=O)C1CCCO1 (centres undefined)	/	-34	100	104	15	2	101	104	-9	98	103
Cc1ccc2ccccc2c1COC(=O)c1nonc1N	/	-10	98	105	14	14	101	102	0	100	99
O=C(NNC(=O)c1cccc([N+](=O)[O-])c1)c1ccncc1	17	18	98	95	-7	6	95	98	9	96	91
C=C(C)C1CC=C(C)/C(=N/NC(=O)COc2ccc(Cl)cc2)C1 (centres undefined)	9	9	98	103	8	11	100	100	-3	98	96
CC(C)(C)n1cnc2cc(NS(=O)(=O)c3ccccc3)ccc21	-4	-7	95	95	-1	18	97	100	-3	98	99
CCn1c(=O)n(CC)c2cc(S(N)(=O)=O)c(C)cc21	/	-12	99	103	16	23	101	102	-3	101	101
Cn1cc(CC(=O)N2CCN(c3ccc(Cl)cc3)CC2)c2ccccc21	-7	-36	99	102	1	12	105	102	-2	103	101
COC(=O)c1c(NC(=O)CN2CCC3(O)CCCCC3C2c2cc(OC)ccc2OC)sc(C)c1C (centres undefined)	10	-50	100	102	3	3	98	96	-5	97	98
O=C(CN1C(=O)c2ccccc2S1(=O)=O)Nc1ccccc1C(=O)NCc1ccco1	-15	-17	98	100	7	5	97	97	1	98	97
Cc1ccc(C(=O)O)cc1NC(=O)c1cccs1	15	17	100	103	17	7	102	102	0	101	101
O=c1nc2n(c3cc(Cl)c(S(=O)(=O)N4CCOCC4)cc13)CCCCC2	/	-13	100	107	9	10	102	103	0	100	103
C=CCn1c(SCC(=O)NC2CCCCC2)nc2ccccc2c1=O	-4	-18	94	97	16	9	94	93	-2	92	97
Other structures.
SMILES	Pf gametocyte	Mcl1 Bid PPI	Rac1 mut GTP	Rac1 wt GTP bind	Mcl1 Noxa PPI	Avidin fluor	HRas wt GTP	Cdc42 wt	Mcl-1 Bim block	Rab2 wt GTP	Rab7 wt modul
S=C(N/N=C/c1ccc(Cl)cc1)N1CCOCC1	-7	-60	97	102	-44	3	97	103	-7	97	102
CC(C)C(=O)Nc1ccc(C(=O)NC2CCSC2=O)cc1 (centres undefined)	-2	-19	100	105	21	17	105	107	1	105	108
CC1CCN(C(=O)CSc2nnc(Cc3cc(=O)[nH]c(=O)[nH]3)n2-c2ccc(Cl)cc2)CC1	/	-27	99	102	5	5	96	97	-4	95	97
CC1CCN(S(=O)(=O)N2CCC(C(=O)NCCC3=CCCCC3)CC2)CC1	/	-24	94	98	12	8	97	96	0	97	102
COC(=O)N(C)c1nc2ccccc2s1	/	0	98	101	10	6	100	100	3	97	100
CCOC(=O)c1c(C)[nH]c(C(=O)COC(=O)CCSc2ccccc2)c1C	/	3	97	102	1	14	102	101	-6	98	102
O=C(Nc1ccc(-n2nncc2-c2ccco2)cc1)c1cc2ccccc2oc1=O	/	-120	99	98	-58	18	100	101	0	101	103
Cc1cccc(-n2nnc3c(=O)n(CC(=O)Nc4cc(C)on4)cnc32)c1	-39	-3	95	99	-7	29	100	96	0	99	105
Cc1ccc(C)c(N2CCN(C(=O)c3cc4ccccc4oc3=O)CC2)c1	/	-15	99	99	22	7	99	100	0	102	101
O=C(CN1C(=O)COc2ccccc21)N(Cc1cccnc1)Cc1cccc(F)c1	/	-16	96	94	-8	8	97	96	0	95	99
CC(=O)Nc1cc(C(=O)N2CCCC2)ccc1Sc1ccc(Cl)cc1	3	-16	101	106	-5	9	101	104	1	101	96
Nc1ccc(C(=O)NCc2ccccc2)cc1	14	-32	93	93	4	11	95	90	-3	96	100
COc1ccc(CC(=O)Nc2ccc(S(=O)(=O)NCC3CCCO3)cc2)cc1 (centres undefined)	/	-6	101	100	7	11	103	103	-5	101	99
O=C(COc1ncnc2cc([N+](=O)[O-])ccc12)NCCc1ccc(Cl)cc1	12	-1	90	77*	29	22	84	81	5	80	92
CN(Cc1ccccc1)C(=O)COC(=O)c1ccc2c(c1)OCO2	/	-12	99	101	-7	5	98	100	-2	98	98
COc1ccc(C(=O)NC(=S)NC(C)C)cc1Br	/	-120	94	96	36	10	99	99	-5	98	100
COc1ccc(OC)c(-n2c(SCC(=O)N3CCc4ccccc43)nc3c(c2=O)SCC3)c1	/	-21	99	101	10	8	101	99	0	100	104
OC(c1ccccn1)(c1ccccn1)c1ccccn1	-28	-19	99	100	-37	5	100	100	1	98	98
CN1C(=O)CSc2ccc(C(=O)O)cc21	/	-13	100	106	17	6	101	101	-1	101	97
CNC(=O)CSc1nnnn1CCCOC	24	2	100	108	8	12	103	103	-6	101	102
COc1ccc(Br)cc1CN(C)C(C)C(=O)Nc1cccc(C(C)=O)c1 (centres undefined)	-12	8	93	99	-3	7	95	94	-3	94	94
COc1ccccc1CNC(=O)c1cccc(C)c1[N+](=O)[O-]	-17	18	99	99	3	14	99	103	-2	97	98
Cc1n[nH]c(C)c1N1C(=O)c2cccc3cc(Br)cc(c23)C1=O	/	2	101	105	-4	32	101	106	-15	103	103
CCn1c2ccc(F)cc2c2nnc(NN)nc21	13	-6	94	96	13	15	97	95	0	94	97
O=C(NC1CCCC1)C1CCCN1C(=O)Oc1ccccc1 (centres undefined)	5	-21	99	100	5	9	103	104	-1	103	103
COc1ccc(C(=O)CSc2nnc(-c3ccco3)n2CC2CCCO2)cc1 (centres undefined)	/	11	101	103	11	6	105	108	3	107	104
NC1=NC2=C(CCCC2)C2(CCCCC2)S1	5	4	100	100	15	2	99	100	0	101	94
O=c1cc(CS(=O)(=O)c2ccccc2)nc(-c2ccncc2)[nH]1	9	8	97	103	10	8	100	101	-5	101	109

Arranged by molar mass (descending): 4 of the compounds above
SMILES	Pf gametocyte	Mcl1 Bid PPI	Rac1 mut GTP	Rac1 wt GTP bind	Mcl1 Noxa PPI	Avidin fluor	HRas wt GTP	Cdc42 wt	Mcl-1 Bim block	Rab2 wt GTP	Rab7 wt modul
COc1ccc(C(=O)CSc2nnc(-c3ccco3)n2CC2CCCO2)cc1 (centres undefined)	/	11	101	103	11	6	105	108	3	107	104
CCOC(=O)c1c(C)[nH]c(C(=O)COC(=O)CCSc2ccccc2)c1C	/	3	97	102	1	14	102	101	-6	98	102
O=C(COc1ncnc2cc([N+](=O)[O-])ccc12)NCCc1ccc(Cl)cc1	12	-1	90	77*	29	22	84	81	5	80	92
CC(=O)Nc1cc(C(=O)N2CCCC2)ccc1Sc1ccc(Cl)cc1	3	-16	101	106	-5	9	101	104	1	101	96

Results in Rab2 wt GTP and Mcl1 Bid PPI (6 entries from above):
smiles	Rab2 wt GTP	Mcl1 Bid PPI
Cc1ccc(C)c(N2CCN(C(=O)c3cc4ccccc4oc3=O)CC2)c1	102	-15
O=C(CN1C(=O)COc2ccccc21)N(Cc1cccnc1)Cc1cccc(F)c1	95	-16
CC(=O)Nc1cc(C(=O)N2CCCC2)ccc1Sc1ccc(Cl)cc1	101	-16
Nc1ccc(C(=O)NCc2ccccc2)cc1	96	-32
COc1ccc(CC(=O)Nc2ccc(S(=O)(=O)NCC3CCCO3)cc2)cc1 (centres undefined)	101	-6
O=C(COc1ncnc2cc([N+](=O)[O-])ccc12)NCCc1ccc(Cl)cc1	80	-1

Bioassay records deposited in PubChem by several laboratories.
